# MCF10A rereplic – DNA re-replication induction in MCF 10a cells | MCF 10A DNA re-replication, Hoechst nuclear intensity, 48 h | Potency, µM (highest dose often 46.1 µM), for inactives: top-dose activity, positive = re-replication, actives largely listed as activators | hit rate 2.9% among 350,000 | AID 624296; also: % of control where 0% means no effect; nearly all actives have a fitted effect of over 50% in size
# Nrf2 inh – inhibitors of Nrf2 signaling; A549 ARE-Fluc reporter, luciferase luminescence, 18-24 h; Potency, µM (titrated, usually from 46 µM), for inactives: top-dose activity change, negative = inhibition, usual class: inhibitors; hit rate 2.1% among 360,000; AID 504444; also: % is scaled to controls: 0 for no effect and ±100 for the full control effect; nearly all actives have a fitted effect of over 60% in size
#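 Two sequential reads on A549 ARE_Fluc cells exposed to compound for 18-24 h: a CellTiter-Fluor fluorescence read for viability, then a luciferase luminescence read for Nrf2/ARE activity.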
# TGFb SMAD3 inh – TGF-b pathway inhibition. HepG2 CAGA-GFP TGF-b/SMAD3 reporter, GFP fluorescence, 18 h; TGF-beta stimulated, 500 pg/mL final. Potency, µM (titrated, usually from 46.1 µM), inactives show at the top dose activity, negative = inhibition, actives largely listed as inhibitors. hit rate 1.2% among 410,000. AID 588855; also: % is scaled to controls: 0 for no effect and ±100 for the full control effect; nearly all actives have a fitted effect of over 65% in size
#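 TGF-beta reporter screen: HEPG2 CAGA-GFP, 1% FBS, 500 pg/mL TGF-beta final, 18 h; per-cell GFP summed per well; curves fitted and categorized by class.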
# ATXN2 expr inh – inhibitors of ATXN2 expression. Potency, µM (highest dose often 57 µM), without a hit: at the highest dose activity change, negative = inhibition, actives largely listed as inhibitors. HEK-293 ATXN2-luciferase reporter, luminescence, 24 h. hit rate 0.72% among 360,000; also: % is scaled to controls: 0 for no effect and ±100 for the full control effect; nearly all actives have a fitted effect of over 55% in size
#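 ATXN2-luciferase reporter cells (luciferase flanked by upstream and downstream ATXN2 gene portions) were treated 24 h at 37 °C with compounds at up to 57 uM. SteadyGlo luminescence gave expression; GF-AFC fluorescence gave viability.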
# A549 viability – kills or reduces viability of A549 cells in Nrf2 counter-screen. A549 ARE-Fluc cells, CellTiter-Fluor viability, 18-24 h. Potency, µM (top dose mostly 46 µM), for the others: top-dose activity change, negative = cytotoxicity, usual class: inhibitors. hit rate 0.16% among 390,000; also: % is scaled to controls: 0 for no effect and ±100 for the full control effect
#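 A549 ARE_Fluc cells in 5% FBS OPTI-MEM were exposed to compounds in concentration-response for 18-24 h at 37 deg C. Viability was read by CellTiter-Fluor fluorescence (Ex 405/Em 525) after 30 min, before the luciferase read.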
# S2 tox – reduces viability in counter-screen for ATXN expression inhibitors; S2 cells (HEK-293 line with an ATXN2-luciferase reporter) viability, CellTiter-Fluor protease fluorescence, 24 h; Potency, µM (series often up to 56.7 µM), actives largely listed as cytotoxic; hit rate 0.49% among 400,000; AID 651635; also: nearly all actives have a fitted effect of over 40% in size
# Nrf2 activator – activates Nrf2 signaling; Potency, µM (doses to about 46.1 µM), inactives show at the top dose activation, hits mostly activators; AREc32 ARE-luciferase reporter (MCF7-derived line), luminescence, 24 h; AID 624171; hit rate 0.31% among 410,000; also: % of control where 0% means no effect; nearly all actives have a fitted effect of over 65% in size
#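 Each well held 1000 AREc32 cells, which were incubated with compound for 24 hr at 37 deg C after overnight attachment, and ARE reporter activity was quantified by firefly luciferase luminescence.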
# EPAC2 antagonist – EPAC2 (human) antagonism; Q8WZA2; EPAC2 GEF exchange of Rap1B-BODIPY-GDP, fluorescence; Potency, µM (series often up to 114 µM), without a hit: top-dose activity, negative = inhibition, most hits filed as inhibitors; hit rate 0.18% among 360,000; AID 720708; also: % is scaled to controls: 0 for no effect and ±100 for the full control effect; nearly all actives have a fitted effect of over 45% in size; many of its hits are not listed in these tables
# Target sequence (Q8WZA2 whole entry, looked up): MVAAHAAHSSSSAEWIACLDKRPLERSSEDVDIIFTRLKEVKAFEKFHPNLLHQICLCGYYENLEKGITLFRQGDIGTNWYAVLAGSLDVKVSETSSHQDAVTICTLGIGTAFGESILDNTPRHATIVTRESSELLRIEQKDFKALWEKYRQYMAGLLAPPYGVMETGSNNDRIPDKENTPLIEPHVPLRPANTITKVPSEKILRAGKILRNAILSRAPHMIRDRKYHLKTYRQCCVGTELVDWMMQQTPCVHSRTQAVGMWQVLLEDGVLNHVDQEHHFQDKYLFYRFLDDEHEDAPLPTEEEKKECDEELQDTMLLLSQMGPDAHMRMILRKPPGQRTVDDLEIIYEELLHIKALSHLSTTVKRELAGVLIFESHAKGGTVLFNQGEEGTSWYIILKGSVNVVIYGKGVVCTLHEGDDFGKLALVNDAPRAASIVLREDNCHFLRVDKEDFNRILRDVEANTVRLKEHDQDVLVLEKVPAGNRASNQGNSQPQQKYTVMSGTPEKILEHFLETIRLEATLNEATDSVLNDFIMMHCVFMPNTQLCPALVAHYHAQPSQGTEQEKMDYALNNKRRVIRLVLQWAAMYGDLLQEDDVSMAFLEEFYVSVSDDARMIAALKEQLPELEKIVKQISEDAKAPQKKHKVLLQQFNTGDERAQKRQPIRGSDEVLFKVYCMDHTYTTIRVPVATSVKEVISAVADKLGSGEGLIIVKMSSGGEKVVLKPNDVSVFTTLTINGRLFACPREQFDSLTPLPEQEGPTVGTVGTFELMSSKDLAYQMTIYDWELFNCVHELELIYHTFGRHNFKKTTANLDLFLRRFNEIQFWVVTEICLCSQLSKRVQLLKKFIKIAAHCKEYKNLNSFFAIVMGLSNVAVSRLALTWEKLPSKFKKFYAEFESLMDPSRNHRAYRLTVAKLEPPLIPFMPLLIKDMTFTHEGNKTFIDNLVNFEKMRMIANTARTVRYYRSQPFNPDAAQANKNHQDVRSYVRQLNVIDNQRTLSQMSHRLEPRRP
# HepG2 viability – counter-screen for TGF-b inhibitors: cytotoxicity in HepG2 cells; hit rate 0.76% among 410,000; HepG2 CAGA-GFP viability, ATP luminescence, 18 h; Potency, µM (highest dose often 46.1 µM), for inactives: top-dose activity change, negative = cytotoxicity, actives largely listed as cytotoxic; also: some results filed as inactive show a strong effect at the top dose
#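 HepG2 CAGA-GFP cells (1000/well, DMEM with 1% FBS) received compound, then TGF-beta at 500 pg/mL final, and were incubated 18 hours at 37 degrees C. Viability was read by CellTiter-Glo luminescence. Media-only wells were set as complete cell-killing and DMSO as no toxicity.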
# Active calls of the source: *; i = inactive; ? = inconclusive; . = not tested or not shown; & = joins results of further samples; [ ] = remark or other dose. Calls follow the shape of the dose curve; as a rule, active = well fitted curve in the direction sought with a large enough effect; inconclusive = small, poorly fitted or top-dose-only effect, or another doubt; inactive = no such curve, though single readings can be large; an effect the other way counts as inactive or inconclusive. Potency is read from the fitted curve at half-maximal effect. This is a subset; the hit share may differ from the screen's.
SMILES,MCF10A rereplic,Nrf2 inh,TGFb SMAD3 inh,ATXN2 expr inh,A549 viability,S2 tox,Nrf2 activator,EPAC2 antagonist,HepG2 viability
Cc1ccc(NC(=O)C(=O)NCC2(c3ccccc3)CCCC2)cc1Cl,.,13.4%,-20.0%,4.8%,12.5%,i,0.2%,.,-20.7%
S=c1[nH]nc(-c2ccccc2)o1,-11.0%,-0.1%,0.7%,2.8%,3.3%,?,0.4%,6.7%,3.4%
CCN(C(=O)COc1cc(OC)ccc1C(C)=O)C1CCS(=O)(=O)C1 (configuration not stated),2.3%,0.3%,12.7%,.,2.0%,i,-0.6%,5.8%,7.4%
CCCc1ccc(NC(=O)C2CCN(c3cnccn3)CC2)cc1,?,?,-1.1%&-2.4%,-0.9%&0.0%,0.8%&0.1%,?,-0.1%&0.0%,3.2%,-10.7%&-18.2%
Cc1cc(C)c(NC(=O)CS(=O)CC(=O)NCCN2CCCCCC2)c(C)c1 (configuration not stated),?,-6.8%,-20.2%,6.5%,1.6%,i,-1.5%,-10.2%,-0.2%
COC(=O)C1=C(C)N(c2cc(C)cc(C)c2)/C(=C/c2ccco2)C1=O,11.2%[9.22 µM],-16.5%,0.0%,18.4%,-17.0%,i,0.8%,-14.9%,53.6%
CCOC(=O)c1cc(-c2ccccc2)n(-c2cccc(C(=O)NC(C)CC)c2)c1C (configuration not stated),.,.,-1.1%,.,-17.1%,.,5.1%,.,-16.2%
COc1ccc(C(=O)NC(C)c2cccnc2)cc1S(=O)(=O)N(C)Cc1ccccc1 (configuration not stated),-0.6%,-26.1%,-2.8%,.,1.4%,i,-0.7%,-0.8%,-15.1%
CCC(C)[C@H]1CNC(=O)C(=O)N1CCc1cccc(F)c1 (some centres not stated),.,.,.,9.5%,.,i,-1.0%,2.7%,.
CC1C(=O)NN=C1C(=O)N/N=C/c1cccs1 (configuration not stated),2.5%,-29.1%,8.1%,.,-14.4%,i,0.5%,13.0%,-25.8%

# Five compounds picked at random from the list so far, as already listed:
SMILES,MCF10A rereplic,Nrf2 inh,TGFb SMAD3 inh,ATXN2 expr inh,A549 viability,S2 tox,Nrf2 activator,EPAC2 antagonist,HepG2 viability
CC1C(=O)NN=C1C(=O)N/N=C/c1cccs1 (configuration not stated),2.5%,-29.1%,8.1%,.,-14.4%,i,0.5%,13.0%,-25.8%
CCCc1ccc(NC(=O)C2CCN(c3cnccn3)CC2)cc1,?,?,-1.1%&-2.4%,-0.9%&0.0%,0.8%&0.1%,?,-0.1%&0.0%,3.2%,-10.7%&-18.2%
CCOC(=O)c1cc(-c2ccccc2)n(-c2cccc(C(=O)NC(C)CC)c2)c1C (configuration not stated),.,.,-1.1%,.,-17.1%,.,5.1%,.,-16.2%
CCC(C)[C@H]1CNC(=O)C(=O)N1CCc1cccc(F)c1 (some centres not stated),.,.,.,9.5%,.,i,-1.0%,2.7%,.
CCN(C(=O)COc1cc(OC)ccc1C(C)=O)C1CCS(=O)(=O)C1 (configuration not stated),2.3%,0.3%,12.7%,.,2.0%,i,-0.6%,5.8%,7.4%

# (cont.)
SMILES,MCF10A rereplic,Nrf2 inh,TGFb SMAD3 inh,ATXN2 expr inh,A549 viability,S2 tox,Nrf2 activator,EPAC2 antagonist,HepG2 viability
CCCOc1ccc(C(=O)CCNc2ccc(C)c(Cl)c2)cc1,4.0%,-8.2%,-6.8%,-5.4%,-0.3%,i,0.4%,5.5%,-3.3%
CC(=O)Nc1ccc(-n2nnnc2SCC(=O)NC2CCCC2)cc1,-9.8%,-0.4%,15.1%,-10.9%,2.8%,i,-0.4%,-11.8%,0.8%
COC(Cn1c2c(c3cc(C)ccc31)CCCC2NCc1ccccc1)OC (configuration not stated),?,5.7%,-20.9%,.,2.4%,i,5.7%,-28.4%,-33.4%
CCCS(=O)(=O)c1nc(S(=O)(=O)c2ccc(C)cc2)c(N2CCN(CCO)CC2)s1,-3.2%,?,3.4%,.,-2.0%,.,0.3%,-5.1%,-9.1%
O=C(NCC1COc2ccccc2O1)C1CCCN(S(=O)(=O)c2cccc3cccnc23)C1 (configuration not stated),15.2%,?,-1.5%,-20.6%,-1.5%,i,-0.9%,-6.9%,-4.1%
CCN1C(=O)N[C@@H](c2cccc(C(F)(F)F)c2)C(C(=O)OC)=C1C,-1.7%,-22.8%,0.5%,-8.0%,5.6%,i,-0.3%,-23.5%,-6.9%
O=C1C(Cl)=C(NC2CCCCC2)C(=O)N1Cc1ccccc1,?,2.4%,-21.8%,39.9%[activator],-1.6%,.,5.3%,-11.2%,-0.8%
CC1CN(C(=O)N2CCC(C(=O)NC3CCCCCC3)CC2)c2cc(Cl)ccc2O1 (configuration not stated),.,-12.3%,?,.,-4.9%,.,-0.7%,.,-0.9%
COc1ccc(Cl)cc1NC(=O)CN(C)CC(=O)Nc1ccccc1N1CCOCC1,?,4.3%,-26.0%,-7.1%[11.3 µM],-7.7%,?,3.8%,-17.4%,1.5%
OC1(c2ccc(Br)cc2)CN(c2ccccc2)C2=[N+]1CCS2 (configuration not stated),8.7%,-27.2%,15.4%,.,4.8%,i,0.7%,-25.6%,-14.3%

# Reprinted from above for reference:
SMILES,MCF10A rereplic,Nrf2 inh,TGFb SMAD3 inh,ATXN2 expr inh,A549 viability,S2 tox,Nrf2 activator,EPAC2 antagonist,HepG2 viability
Cc1ccc(NC(=O)C(=O)NCC2(c3ccccc3)CCCC2)cc1Cl,.,13.4%,-20.0%,4.8%,12.5%,i,0.2%,.,-20.7%
S=c1[nH]nc(-c2ccccc2)o1,-11.0%,-0.1%,0.7%,2.8%,3.3%,?,0.4%,6.7%,3.4%
CCN(C(=O)COc1cc(OC)ccc1C(C)=O)C1CCS(=O)(=O)C1 (configuration not stated),2.3%,0.3%,12.7%,.,2.0%,i,-0.6%,5.8%,7.4%
CCCc1ccc(NC(=O)C2CCN(c3cnccn3)CC2)cc1,?,?,-1.1%&-2.4%,-0.9%&0.0%,0.8%&0.1%,?,-0.1%&0.0%,3.2%,-10.7%&-18.2%

# Remaining list, next part
SMILES,MCF10A rereplic,Nrf2 inh,TGFb SMAD3 inh,ATXN2 expr inh,A549 viability,S2 tox,Nrf2 activator,EPAC2 antagonist,HepG2 viability
CCCn1nnc(NC(=S)NC(=O)CC)n1,1.6%,4.0%,-26.7%,5.5%,-20.9%,i,0.6%,5.2%,-25.1%
N#Cc1ccc(C(=O)OCC(=O)Nc2cccnc2Cl)cc1,-1.6%,1.8%,-17.9%,.,-5.0%,.,-1.2%,10.5%,-7.6%
COc1ccc(-c2cn3cccnc3n2)cc1NC(=O)c1c(F)cccc1F,.,.,-25.5%,.,0.7%,.,1.0%,.,-34.9%
CN1C(=O)Cc2cc(S(=O)(=O)CCC(=O)Nc3ccc(Cl)cc3)ccc21,.,-2.4%,?,-8.8%,-1.5%,i,0.2%,.,-17.5%
CC(=O)Nc1cccc2cc(S(=O)(=O)O)ccc12,.,.,6.6%,11.3%,.,i,-1.1%,13.1%,-3.1%
O=S(=O)(N/N=C\C=C\c1ccccc1)c1ccc(Cl)cc1,-5.2%,.,?,2.9%,4.0%,i,-0.7%,12.6%,-0.1%
CCCN1CCN(CCNC(=O)Nc2ccccc2Cl)CC1,3.8%,1.6%,1.3%,8.1%,0.1%,i,-0.7%,1.8%,1.5%
O=C(Cn1cc(C(F)(F)F)ccc1=O)N/N=C/c1ccc(Cl)cc1Cl,1.1%,-8.3%,0.0%,-13.1%,5.6%,i,2.4%[9.22 µM],2.9%,-17.7%
Cc1ccccc1COC(=O)c1ccc(-c2nnn(Cc3ccccc3F)n2)cc1,.,3.1%,14.8%,-1.3%,1.8%,i,0.4%,.,4.1%
CCCn1nc(C(=O)Nc2cc(S(=O)(=O)Nc3ccc(OC)cc3)ccc2O)c2ccccc2c1=O,?,3.1%,-10.6%,-12.3%,1.2%,i,3.4%,9.7%,-30.0%
Cc1cccc(C(=O)Nc2cccc(C(=O)OCc3cc(=O)n4ccsc4n3)c2)c1,.,.,-5.1%,2.2%,1.4%,i,5.2%,.,-29.0%
C/C(O)=C(\C#N)P(=O)(c1ccccc1)c1ccccc1,-4.4%,0.8%,14.7%,-4.2%,-0.1%,i,-1.0%,7.7%,0.1%
Cc1ccc(C(=O)NCCc2cccc(Cl)c2)cc1[N+](=O)[O-],17.9%,-3.6%,-8.2%,7.3%,1.2%,i,-0.4%,-1.5%,0.0%
Cc1ccc(S(=O)(=O)Cc2ccc(C(=O)OCc3ccccc3)cc2)cc1,?,14.8%,6.0%,-3.3%,-7.2%,i,-0.2%,3.5%,-7.6%
OCCn1c(C(F)(F)F)nc2ccccc21,-4.5%,-18.3%,-10.7%,-13.8%,-11.4%,i,0.5%,15.0%,-2.2%
CN1CCN(C(=O)CSc2nnc(COc3ccccc3)o2)CC1,?,5.6%,-2.4%,18.3%,0.3%,i,-0.7%,-19.9%,-9.6%
Cc1ccc(-c2nnc(SCC(=O)NCCC(C)C)nc2-c2ccc(C)cc2)cc1,.,?,0.0%,.,?,.,0.4%,.,-22.2%
Cc1ccc(S(=O)(=O)n2c(N)nc3ccccc32)cc1,-2.9%,0.8%,?,1.4%,2.4%,i,0.4%,-16.2%,-18.9%
O=C(O)CCC(=O)Nc1ccc(-c2nc3ccc(C(=O)c4ccccc4)cc3[nH]2)cc1,?,6.3%,-5.6%,13.7%,-6.8%,i,3.9%,2.6%,-1.7%
CCOc1ccc(N2C(=O)CC(NCCNc3ccc(C(=O)c4cccs4)cc3)C2=O)cc1 (configuration not stated),-1.2%,0.0%,?,.,-22.4%,i,-0.7%,-1.2%,-19.3%
COC(=O)c1ccc2c(c1)N(Cc1nc(-c3ccc(Cl)cc3)oc1C)C(=O)C1CCCN21 (configuration not stated),?,-19.8%,-7.2%,-22.8%,-6.3%,?,0.1%,11.8%,-20.8%
COC(=O)Nc1sc2c(c1C(N)=O)CCCCCC2,-2.2%,-20.4%,-1.0%,-11.7%,-8.1%,i,2.1%,-5.0%,-3.2%
COc1ccccc1NC(=O)Cn1nc(C(F)(F)F)c2c1CCCC2,1.9%,0.6%,18.9%,2.2%,-8.0%,i,3.8%,-4.7%,2.7%
Cc1cc(C)c(C#N)c(OCC(=O)c2ccc(Br)cc2)n1,?,2.6%,-4.9%,12.4%,-2.6%,i,6.31µM*,1.2%,-24.2%
COc1cccc(C(=O)Nc2c3c(nn2-c2ccc([N+](=O)[O-])cc2)CS(=O)(=O)C3)c1,0.7%,8.1%,-7.7%,-8.1%,-2.9%,i,-0.2%,0.2%,-10.0%

# Source: PubChem BioAssay
